Gli-Sufu block: Gli-Sufu pathway antagonists, primary screen, luciferase luminescence, Sufu-KO-LIGHT cells, uHTS; Sufu-KO-LIGHT fibroblasts, Gli luciferase reporter luminescence; actives 0.74% (n = 340,000); inhibition, % at 5 µM; AID 588413, 2011;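 active means inhibition above about 55%, limit read from the data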;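 further: 0% = DMSO-treated cells and 100% = wells with medium but no cells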
NR3A LBD binder: binders of NR3A ligand-binding domain, primary screen, biophysical, differential scanning fluorimetry, uHTS | Glutamate receptor ionotropic, NMDA 3A (GRIN3A) ligand-binding domain | Tm shift relative to glycine control, % at 25 µM | NR3A LBD differential scanning fluorimetry, Tm shift; 0% = protein alone, 100% = glycine-bound protein | actives 2.5% (n = 340,000);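 active means melting temperature shift of at least 10% of the positive control shift, at one fixed dose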
APOBEC3G inh: APOBEC3G DNA deaminase inhibitors, primary screen, biochemical, fluorescence, single-stranded DNA substrate, uHTS; actives 0.28% (n = 330,000); AID 493012, 2011; DNA dC->dU-editing enzyme APOBEC-3G (Homo sapiens), Q9HC16; recombinant A3G, ssDNA deamination FAM/TAMRA fluorescence; inhibition, % at 20 µM;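 active means inhibition of at least 40% at 20 µM, with no more than 30% in the related APOBEC3A deaminase screen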;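 further: plate controls were DMSO wells with A3G for no effect and wells lacking A3G enzyme for full effect; some compounds called inactive have numbers as strong as hits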
APOBEC3A inh: APOBEC3A ssDNA deaminase inhibitors, primary screen, selectivity assay for APOBEC3G inhibitor project, biochemical, FAM/TAMRA oligo cleavage fluorescence; recombinant A3A, FAM/TAMRA ssDNA deamination fluorescence; inhibition, % at 20 µM; actives 0.41% (n = 330,000);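 active means at least 40% inhibition at 20 µM here, with at most 30% in a related deaminase screen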;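 further: plate controls were A3A with DMSO for no effect and wells lacking A3A enzyme for full effect; some results filed as inactive read as strong as hits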
EBI2 antag: EBI2 receptor antagonists, beta-arrestin recruitment, primary screen, cell-based, luminescence, 7a,25-OHC stimulation, uHTS; G-protein coupled receptor 183 (Homo sapiens), P32249; 7a,25-OHC stimulated; inhibition, % at 5 µM; actives 0.81% (n = 360,000); AID 651636, 2012; in the data active means inhibition above about 38%;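 further: enzyme fragment complementation signal reports receptor beta-arrestin coupling in cells; 0% = agonist plus DMSO wells and 100% = wells without agonist; some results beyond the cut were filed as inactive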
Target sequence (P32249 whole entry, looked up, the tested form may be a part): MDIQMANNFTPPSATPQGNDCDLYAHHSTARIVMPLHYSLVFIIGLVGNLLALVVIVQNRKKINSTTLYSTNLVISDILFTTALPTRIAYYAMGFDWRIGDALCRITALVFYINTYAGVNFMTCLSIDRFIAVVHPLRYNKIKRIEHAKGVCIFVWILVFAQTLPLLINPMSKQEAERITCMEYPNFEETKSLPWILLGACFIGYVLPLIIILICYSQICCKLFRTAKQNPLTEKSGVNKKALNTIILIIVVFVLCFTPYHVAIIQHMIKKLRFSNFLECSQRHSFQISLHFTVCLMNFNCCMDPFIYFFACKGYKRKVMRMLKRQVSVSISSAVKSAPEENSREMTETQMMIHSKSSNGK
CCR6 antagonist: CCR6 receptor antagonists, primary screen, cell-based, CHO-K1, luminescence, beta-arrestin, uHTS | C-C chemokine receptor type 6 (Homo sapiens), P51684 | CHO-K1 CCR6 PathHunter beta-arrestin, CCL20-stimulated | inhibition, % at 20 µM | actives 0.49% (n = 340,000);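 active means compounds whose inhibition of the agonist-driven luminescence signal at 20 µM reaches about 50%, limit read from the data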;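 further: cells stimulated with CCL20 at 14 nM final; plate controls were DMSO with CCL20 for no effect and DMSO without agonist for full effect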
Target sequence (P51684 whole entry, looked up): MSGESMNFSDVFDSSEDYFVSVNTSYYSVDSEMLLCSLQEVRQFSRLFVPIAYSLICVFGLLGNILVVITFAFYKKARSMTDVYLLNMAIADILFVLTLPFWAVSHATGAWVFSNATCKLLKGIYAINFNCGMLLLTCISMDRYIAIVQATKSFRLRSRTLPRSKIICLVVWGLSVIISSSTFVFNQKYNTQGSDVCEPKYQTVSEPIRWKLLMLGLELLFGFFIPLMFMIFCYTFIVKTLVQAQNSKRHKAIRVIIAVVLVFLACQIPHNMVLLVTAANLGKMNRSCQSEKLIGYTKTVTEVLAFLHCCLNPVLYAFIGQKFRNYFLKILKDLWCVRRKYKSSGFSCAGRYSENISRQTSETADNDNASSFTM
CXCR6 inh: CXCR6 receptor inhibitors, primary screen, cell-based, beta-arrestin, luminescence, CHO-K1 PathHunter, 1536-well | C-X-C chemokine receptor type 6 (Homo sapiens), O00574 | inhibition, % at 20 µM | actives 0.36% (n = 360,000) | AID 602244, 2012; in the data active means inhibition above about 34%, passing the limit was not always enough;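 further: antagonist mode with CXCL16 agonist at 10 nM final; 0% = 10 nM CXCL16 with DMSO and 100% = unstimulated wells without agonist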
Target sequence (O00574 whole entry, looked up): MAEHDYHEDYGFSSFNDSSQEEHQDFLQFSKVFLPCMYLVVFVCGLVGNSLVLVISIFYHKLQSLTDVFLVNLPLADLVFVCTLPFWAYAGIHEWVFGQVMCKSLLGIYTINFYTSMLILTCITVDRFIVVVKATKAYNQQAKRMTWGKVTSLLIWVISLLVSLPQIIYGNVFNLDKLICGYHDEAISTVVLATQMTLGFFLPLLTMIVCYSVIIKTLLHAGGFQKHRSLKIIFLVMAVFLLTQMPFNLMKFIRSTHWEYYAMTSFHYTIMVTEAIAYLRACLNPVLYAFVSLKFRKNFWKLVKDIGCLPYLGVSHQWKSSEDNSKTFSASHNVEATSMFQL
MPTP block: mitochondrial permeability transition pore inhibitors, primary screen, biochemical, isolated mouse mitochondria, absorbance | Ca2+ swelling absorbance, 30 min | inhibition, % at 10 µM | actives 1.4% (n = 360,000) | AID 602449, 2012;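 active means inhibition of 50% or more, scaled per plate between neutral and stimulator controls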;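 further: 0% = DMSO wells given calcium and 100% = 1 mM EGTA wells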
Starred values were filed as active, the others as inactive; nt = no result given; & = joins results of further samples. An unsorted share of the library. Share with any hit: about 5.8%.

item	structure	Gli-Sufu block	NR3A LBD binder	APOBEC3G inh	APOBEC3A inh	EBI2 antag	CCR6 antagonist	CXCR6 inh	MPTP block
1	Cc1cc(OCC(=O)Nc2nnc(C3CC3)s2)ccc1[N+](=O)[O-]	6	-3	-7	3	-15	-4	-5	-1.7
2	CCCNC(=O)C(Cc1ccc(Br)cc1)NC(=O)c1ccc(C#N)cc1 (centres undefined)	4	0	-9	-2	4	2	-6	0.1
3	CC(C)C(C(=O)Nc1ccc(S(N)(=O)=O)cc1)N1C(=O)c2ccccc2C1=O (centres undefined)	-3	2	2	0	-8	-10	-8	-1.7
4	NS(=O)(=O)c1ccc(CCNC(=O)c2ccc([N+](=O)[O-])s2)cc1	20	1	-4	-4	-11	-6	-9	-2.3
5	CCOc1ccc(N2CC(C(=O)NC3CCCC3)CC2=O)cc1 (centres undefined)	7	2	-9	-4	3	4	2	-0.9
6	CN1C(=S)SC(/[N+]([O-])=C/c2ccc(Cl)cc2)C1(C)C (centres undefined)	0	0	-4	4	9	1	-3	-0.2
7	CNC(=S)NCCc1ccc(OC)cc1	-1	-5	-3	2	-9	3	2	-1.5
8	NC(=O)C1=C[C@@H](c2ccccc2)C[C@@H](OCc2ccc(CO)cc2)O1	-6	-3	-6	-2	-8	4	2	-0.4

(further entries)
item	structure	Gli-Sufu block	NR3A LBD binder	APOBEC3G inh	APOBEC3A inh	EBI2 antag	CCR6 antagonist	CXCR6 inh	MPTP block
9	C/C(=N\OCC(=O)NCC(F)(F)F)c1cc2ccccc2o1	-31	4	1	0	-7	-2	-8	1.3
10	CC(=O)c1c(C(C)=O)c(C)n(C(c2ccccc2)c2ccccc2)c1C	10	2	-6	0	2	14	4	0.0
11	Nc1cc(Cl)ccc1C(=O)OCC(=O)NC1CCCCCCC1	-2	-1	-7	-2	12	14	4	-0.2
12	COC(=O)c1ccc2nccnc2c1	1	-2	-2	1	-6	4	-6	0.1
13	Cc1ccc(NC(=S)NCc2ccc3[nH]c4c(c3c2)CCCC4)cc1	1	11*	0	-2	20	17	-6	3.0
14	Cn1c(N)c(C(=O)COc2ccc(C#N)cc2)c(=O)n(C)c1=O	8	1	2	5	4	-13	-3	1.5
15	CCN(CC)CCCNC(=O)c1ccc(S(=O)(=O)Nc2ccc(C)c(C)c2)cc1	23	-1	-4	0	3	-2	-1	-0.8
16	COc1ccccc1NC(=O)c1ccc2snnc2c1	8	-11	-3	-3	11	13	-1	-0.3

Further compounds.
item	structure	Gli-Sufu block	NR3A LBD binder	APOBEC3G inh	APOBEC3A inh	EBI2 antag	CCR6 antagonist	CXCR6 inh	MPTP block
17	O=C(N=Nc1c(O)n(C2OC(=O)c3ccccc32)c2ccccc12)c1ccc(O)cc1 (centres undefined)	19	-1	-2	1	-5	8	1	-2.8
18	CCc1nn(CC(=O)NCCCN2CCOCC2)c(=O)c2cc3c(OC)cccc3n12	-12	0	nt	nt	0	0	0	0.2
19	CCCCOCP(=O)(CC)COCCCC	5	0	-2	2	-2	2	4	1.6
20	CCn1c2ccccc2c2cc(CNCCCN3CCOCC3)ccc21	26	1	-2	0	3	1	-19	1.3
21	CCc1ccc(N2C(=O)CN(Cc3cc(OC)c(OC)c(OC)c3)C2=S)cc1	4	-2	-5	0	-5	15	4	17
22	O=C(NCc1ccco1)c1nnc(Cc2ccc(F)cc2)o1	10	0	-7	-2	-6	-1	-12	-2.0
23	CC(=O)Nc1cccc(NC(=O)CSc2ncc(-c3ccccc3)[nH]2)c1	-4	-8	-8	-1	-5	3	2	-4.0
24	CCCOc1ccc(N2C(=O)CC(N(CCc3ccc(OC)cc3)C(=O)c3cccc(F)c3)C2=O)cc1 (centres undefined)	-5	-5	-8	-4	9	19	15	2.9

(cont.)
item	structure	Gli-Sufu block	NR3A LBD binder	APOBEC3G inh	APOBEC3A inh	EBI2 antag	CCR6 antagonist	CXCR6 inh	MPTP block
25	CC1(c2ccccc2Cl)NC(=O)N(CC(=O)N2CCN(S(=O)(=O)c3ccccc3)CC2)C1=O (centres undefined)	0	-1	-6	5	2	7	-1	-0.9
26	COC(=O)c1ccc(NC(=O)CN2C(=O)C3C4C=CC(C4)C3C2=O)cc1 (centres undefined)	-8	0	-2	6	-4	3	4	-0.4
27	O=C(CCNS(=O)(=O)c1c(Cl)cccc1Cl)OCC(=O)c1ccccc1F	-2	-2	1	2	-5	18	-7	0.6
28	CN(C[C@H](Cc1ccccc1)N(C[C@H](Cc1cccc2ccccc12)N(CCc1ccccc1)N=O)N=O)N=O	-18	0	-2	4	18&21	1	0&2	1.5&0.5
29	Nc1ccc(OCc2ccco2)cc1	-14	0	-11	-1	-3	17	1	-1.2
30	CC1CCN(C(=O)Cn2c(=O)c3cccn3c3ccccc32)CC1	6	-3	-2	-7	1	-10	9	-1.1
31	CCC(=O)N(Cc1cc2cc(OC)ccc2[nH]c1=O)c1cc(C)ccc1C	9	-4	-5	-1	-9	-2	3	-0.6
32	Cn1c(=O)c2c(-c3ccccc3F)c3c(nc2n(C)c1=O)-c1ccccc1C3O (centres undefined)	-2	2	-2	0	-2	-1	-1	-7.5

Further records follow:
item	structure	Gli-Sufu block	NR3A LBD binder	APOBEC3G inh	APOBEC3A inh	EBI2 antag	CCR6 antagonist	CXCR6 inh	MPTP block
33	C/C(=N\Nc1cc(N2CCOCC2)ncn1)c1cccc([N+](=O)[O-])c1	-29	0	0	1	24	-2	1	0.3
34	O=C(NCc1c(O)ccc2ccccc12)c1ccccc1	5	-4	-3	-4	7	11	26	0.2
35	O=C(O)c1ccc2nnn(O)c2c1	-2	0	-2	3	1	1	-3	0.9
36	CCC(=O)Nc1ccc(-c2nnc(SCc3ccc(C(=O)Nc4nccs4)cc3)n2CC)cc1	-3	-1	-6	-5	-8	-17	-4	-3.4
37	COc1ccc(C(CNc2ccc(S(=O)(=O)N3CCN(C)CC3)cc2[N+](=O)[O-])N(C)C)cc1 (centres undefined)	16	0	-3	-1	-7	18	8	-0.7
38	CCC(C)c1ccc(S(=O)(=O)N2CC(=O)Nc3ccccc32)cc1 (centres undefined)	-3	0	-3	2	3	9	-2	3.2
39	COc1ccc(NC(=O)Nc2cc(C)cc(C)c2)cn1	-2	-430	1	1	10	9	-14	19
40	O=S1(=O)N=C(N/N=C/c2ccc(Br)o2)c2ccccc21	22	0	-4	-2	-1	7	9	-0.6

Some of these compounds in order of their number in MPTP block, highest first:
| entry | canonical_smiles | NR3A LBD binder | APOBEC3G inh | APOBEC3A inh | EBI2 antag | CCR6 antagonist | CXCR6 inh | MPTP block |
| --- | --- | --- | --- | --- | --- | --- | --- | --- |
| 39 | COc1ccc(NC(=O)Nc2cc(C)cc(C)c2)cn1 | -430 | 1 | 1 | 10 | 9 | -14 | 19 |
| 35 | O=C(O)c1ccc2nnn(O)c2c1 | 0 | -2 | 3 | 1 | 1 | -3 | 0.9 |
| 40 | O=S1(=O)N=C(N/N=C/c2ccc(Br)o2)c2ccccc21 | 0 | -4 | -2 | -1 | 7 | 9 | -0.6 |

Continued.
item	structure	Gli-Sufu block	NR3A LBD binder	APOBEC3G inh	APOBEC3A inh	EBI2 antag	CCR6 antagonist	CXCR6 inh	MPTP block
41	c1ccc(Nc2ccc3c4c(cccc24)CC3)cc1	1	-9	-8	-4	9	15	0	4.0
42	O=C(COC(=O)c1cc(Br)ccc1O)NNC(=O)c1ccc([N+](=O)[O-])cc1	-7	6	-5	4	-6	14	-3	-0.2
43	COC(=O)c1ccccc1OC(=O)c1cccnc1	10	-2	-2	-4	-10	-1	0	-2.1
44	Cc1ccc(S(=O)(=O)NC(C)C(=O)NC2CC2)cc1 (centres undefined)	3	2	-3	-2	-7	2	-1	2.3
45	Cc1ccccc1CN1CCc2cc([N+](=O)[O-])ccc21	19	0	-5	4	17	32	2	0.2
46	Cc1ccc(C(=O)CSc2nnc(CNc3nc(-c4ccccc4)cs3)n2C)cc1	-3	-10	6	-3	12	5	10	-2.9
47	O=C(O)/C(=C1/OC(=O)c2ccccc21)c1ccccc1	-2	2	-6	-4	-3	-10	-13	-1.4
48	COCCCNc1nc2c(c(=O)n(Cc3ccc(OC)cc3)c(=O)n2C)n1C	2	1	0	-1	-1	6	1	0.6

Further entries follow.
item	structure	Gli-Sufu block	NR3A LBD binder	APOBEC3G inh	APOBEC3A inh	EBI2 antag	CCR6 antagonist	CXCR6 inh	MPTP block
49	Cc1ccc(NC(=S)NCCc2ccccc2)c(C)c1	-7	1	-8	-5	7	11	-2	1.1
50	O=c1c2c(nc3cc(-c4ccc(Cl)cc4)[nH]n13)CCS2	-64	4	-4	-4	1	12	-1	35
51	COc1ccc(NC(=O)CSc2nnc(CNc3ccc(C)cc3)n2C)cc1	0	0	-6	1	7	4	-2	0.1
52	CC(NC(=O)Nc1ccccc1)C(c1cccs1)N1CCN(c2ccccc2)CC1 (centres undefined)	-10	-11	-4	1	20	13	13	2.3
53	Cc1cccc(CNC(=O)c2ccccc2N)c1	0	1	-3	-1	-6	10	-2	0.0
54	CCOC(=O)CSc1nc2c(sc(=S)n2-c2ccccc2)c(=O)[nH]1	6	-23	-6	-6	3	8	3	3.6
55	COc1ccccc1N1CCN(C(=O)c2ccc3c(c2)CCN3S(C)(=O)=O)CC1	-6	-2	-1	1	-13	8	-1	-0.5
56	O=C(CSc1n[nH]c(-c2ccccc2F)n1)NCC(=O)Nc1ccc(F)c(F)c1F	2	-3	-2	-5	-2	-4	-3	-3.7

Continued:
item	structure	Gli-Sufu block	NR3A LBD binder	APOBEC3G inh	APOBEC3A inh	EBI2 antag	CCR6 antagonist	CXCR6 inh	MPTP block
57	O=C(CN1C(=O)/C(=C/c2ccccc2Cl)SC1=S)NC1C=CS(=O)(=O)C1 (centres undefined)	-15	-3	-6	-3	-5	8	-2	1.2
58	Cc1ccc2c(c1)P(=O)(O)c1cc(C)ccc1O2	-5	8	nt	nt	-2	-1	2	0.3
59	Cc1ccc(C(c2sc3ncnn3c2O)N2CCC(C)CC2)cc1 (centres undefined)	-27	-1	-10	-1	-7	4	-1	1.0
60	O=C1/C(=C/c2ccccc2)CCc2ccc(Cl)nc21	-4	-2	nt	nt	-23	26	15	0.3
61	O=S(=O)(c1ccc(S(=O)(=O)N2CCCC2)cc1)N1CCCCCC1	-2	1	1	-2	2	-1	2	0.8
62	COc1ccc(/C=C2\N=C(c3ccc(C)cc3)OC2=O)cc1	26	2	-4	-3	-11	4	2	-1.2
63	CC(=O)c1sc(Nc2nc3ccc(F)cc3s2)nc1C	-63	1	-5	-4	1	31	30	71*
64	CCOc1nc(NCCc2ccc(OC)c(OC)c2)nc(NC(C)(C)CO)n1	5	-2	-8	0	0	1	-12	-0.5
65	O=C(NNc1ccccc1[N+](=O)[O-])Nc1cccc(Cl)c1	6	-2	-3	3	6	22	4	84*
66	Cc1cc(=O)oc2c(C)c(OCC(=O)N3CCN(c4ccccc4)CC3)ccc12	1	-5	-6	-6	8	15	8	-2.4
67	CCCn1c(SC(C)C(=O)NC2CC2)nnc1-c1ccncc1 (centres undefined)	-7	-2	-9	-5	4	0	-3	-0.2

Source: PubChem
